PLAP inhibitors HTS: PLAP enzyme inhibitors, biochemical, luminescence, HTS (AID 690); hit rate 0.08% among 96,000; inhibition, % at 20 µM; hits with a dose series show IC50 in µM; purified PLAP, luminescent substrate; higher % means a stronger effect; in the data active = a potency from the dose series; inactive = the rest, 99 in 100 with inhibition below about 30%; also: strong numbers were not always called active
Bcl-B displacement: displacers of TR3 peptide from Bcl-B, primary screen, selectivity assay for Bfl-1 inhibitor project, biochemical, fluorescence polarization; hit rate 0.11% among 96,000; AID 748; FP displacement of FITC-TR3 peptide from Bcl-B; higher % means a stronger effect; displacement, % at 20 µM; hits with a dose series show IC50 in µM;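 active = displacement above 50% at 20 µM plus a fluorescence interference ratio under 1.5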;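 also: plate controls were wells without compound for no effect and wells lacking Bcl-B protein for full effect; a part of the inactive calls stands beside numbers as strong as those of hits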
NFkB transloc pot: enhances IL-1B driven NFkB nuclear translocation; HUVEC IL-1B NFkB p65 nuclear translocation imaging; activation, % at 2 µM; hit rate 0.3% among 94,000;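 active = activation above 40%, about the mean plus 3 SD, also judged a hit on visual image review; inconclusive = activation above 40% but not a hit on visual review; inactive = activation not above 40% and no visual hit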;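 also: percent activation is computed from the nuclear over cytoplasmic p65 intensity ratio; values of inactives mirror those of a sister screen read the other way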
MRP reversal: MRP-mediated drug resistance reversal; H69AR cells + 2 uM doxorubicin, CellTiter-Glo, 72 h; differential viability (reversal), % at 10 µM; hit rate 0.04% among 85,000; AID 602;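 active = viability drop by adding the cancer drug above about 55%, with treated viability meeting a 40% cutoff, limit read from the data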;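 also: viability without doxorubicin minus viability with 2 µM doxorubicin for each compound; larger differential means the compound sensitizes cells more to doxorubicin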
IL1B NFkB inh: blocks IL-1B driven NFkB nuclear translocation in HUVEC cells. HUVEC IL-1B NFkB p65 nuclear translocation imaging. inhibition, % at 2 µM. hit rate 0.43% among 94,000;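 active = inhibition above about 30% together with a positive call from visual inspection of the well image, limit read from the data; inconclusive = inhibition above a set limit but visual check negative; inactive = inhibition not above a set limit, visual check negative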;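 also: nuclear over cytoplasmic p65 intensity ratio measured by imaging; 0% = IL-1B stimulated DMSO wells and 100% = unstimulated DMSO wells; values of inactives mirror those of a sister screen read the other way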
MRP reversal cytotoxicity: further read-out of MRP reversal, marked with its call; viability, %; H69AR cells, CellTiter-Glo, 72 h; measured here: cytotoxicity without doxorubicin
MRP reversal with doxorubicin: further read-out of MRP reversal, marked with its call; viability, %; measured here: viability with 2 uM doxorubicin; active compounds read low
IL1B NFkB inh cell count 2 µM: also measured in IL1B NFkB inh; calls as there; cell count; measured here: cells passing quality filter;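 raw number of nuclei counted in each imaged well without normalization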
NFkB transloc pot cell count 2 µM: recorded beside NFkB transloc pot, whose call it bears; cell count; measured here: cells passing quality filter
An asterisk follows results filed as active; ? = inconclusive; / = not tested or not shown. This is a subset, so the mix of outcomes need not match the whole.

mol	PLAP inhibitors HTS	Bcl-B displacement	NFkB transloc pot	NFkB transloc pot cell count 2 µM	MRP reversal	MRP reversal cytotoxicity	MRP reversal with doxorubicin	IL1B NFkB inh	IL1B NFkB inh cell count 2 µM
CCOc1ccc(/C(O)=C2/C(=O)C(=O)N(CCOCCO)C2c2ccccc2)cc1 (stereo not given)	-11.3%	-6.3%	15.5	123	0.2	82.0	81.8	-15.5	123
O=C(COC(=O)c1ccncc1)Nc1cc(Cl)ccc1Cl	-4.5%	4.9%	18.8	194	0.4	86.9	86.5	-18.8	194
Cc1cc(=O)[nH]c(SCc2nc3ncccn3c2Br)n1	14.8%	-0.6%	-4.2	149	-3.2	84.2	87.5	4.2	149
N#Cc1c(-c2ccco2)cc(C2CC2)nc1SCC(=O)c1ccccc1	-2.1%	-81.1%	19.6	125	-11.7	95.3	107.0	-19.6	125
COC(=O)c1ccccc1NC(=O)CN1CCC(NC(=O)c2ccccc2C)CC1	-41.4%	-3.8%	-9.9	112	-0.5	85.8	86.3	9.9	112
CC(=O)NCC(=O)OCC(=O)c1ccc2ccccc2c1	12.3%	0.9%	3.3	178	2.4	86.5	84.1	-3.3	178
N#Cc1ccc(COC(=O)c2ccc3c(=O)[nH]c(CN4CCOCC4)nc3c2)cc1	2.5%	-7.5%	9.5	105	14.8	98.7	83.9	-9.5	105
S=C(Nc1ccc(Cl)cc1Cl)NC1CCCCC1	/	-5.3%	-0.3	101	/	/	/	0.3	101
Cc1c(O)c(CN2CCCCC2)cc2c1oc(=O)c1ccccc12	-4.1%	-2.0%	-3.5	130	/	/	/	3.5	130
CCCn1c(O)c(/C=C2\C=NN=C2c2ccccc2)sc1=S	-6.1%	-7.0%	4.7	65	/	/	/	-4.7	65
N#CC1=C(N)c2ccccc2CC12CCCCC2	53.2%	6.5%	6.9	190	-5.2	86.3	91.4	-6.9	190
CCc1nc2ccccc2n(CC)c1=O	10.6%	-5.4%	-15.8	156	-16.8	95.1	111.9	15.8	156
COc1ccc(C(O)c2coc3ccc(O)c(CN(C)C)c23)cc1 (stereo not given)	-6.8%	-3.0%	-2.3	179	-22.4	99.5	121.9	2.3	179
Cc1ccc(OCCNC(=O)c2cc(-n3cnnc3)ccc2Cl)cc1C	-16.4%	-9.1%	?	/	/	/	/	-58.3	132
C=CCn1c(SCc2nc3ccccc3c(=O)[nH]2)nnc1-c1cc2cc(Cl)ccc2o1	-58.2%	6.4%	3.7	157	-0.4	17.0	17.4	-3.7	157
COc1ccc(NC(=O)c2ccc(COc3ccccc3Br)o2)cc1OC	3.6%	-3.3%	11.2	125	-23.1	66.0	89.1	-11.2	125
O=C(CNC(=O)c1ccccc1)NCC1COc2ccccc2O1 (stereo not given)	28.3%	-3.7%	-11.8	77	-5.1	84.4	89.4	11.8	77
CCN1CCCC1Cn1cnc2c([nH]c3cc(OC)ccc32)c1=O (stereo not given)	11.8%	-20.3%	0.5	193	6.5	79.9	73.4	-0.5	193
CC1CN=C(c2cccn2Cc2ccc(F)cc2Cl)O1 (stereo not given)	-16.6%	6.6%	5.5	141	10.7	91.7	81.1	-5.5	141
Cc1cccnc1NC(=O)c1ccc2nc(N)sc2c1	1.8%	0.1%	-8.9	172	-3.6	76.0	79.6	8.9	172
CCOC(=O)CN(C(=O)CSc1nnc(COc2ccc(OC)cc2)n1C)c1ccccc1	-45.4%	2.6%	-3.9	211	-11.8	95.8	107.6	3.9	211
O=C(C1CCN(S(=O)(=O)c2ccc(-n3cnnn3)cc2)CC1)N1CCN(c2ccccc2)CC1	17.8%	-5.0%	-0.9	154	0.9	96.4	95.5	0.9	154
Cc1csc2nc(=O)c3ccccc3n12	8.3%	1.7%	-5.7	146	5.9	80.1	74.1	5.7	146
CCOc1cc(NC(=S)Nc2ccccc2)c(OCC)cc1NC(=O)c1ccc(OC)cc1	-17.4%	6.6%	2.1	157	/	/	/	-2.1	157
CCN(CC)S(=O)(=O)c1ccc2nnn(OCC(=O)Nc3cccc(C#N)c3)c2c1	23.8%	-4.5%	2.0	82	-25.6	5.3	31.0	-2.0	82
CCCCCN1C2=NCCN2c2ccccc21	/	/	-1.7	108	14.5	90.4	75.8	1.7	108
CCOC(=O)C(C)Oc1ccsc1C(=O)OC (stereo not given)	14.0%	-1.2%	-5.7	139	/	/	/	5.7	139
O=C(CNS(=O)(=O)c1ccc(C(=O)N2CCCCC2)cc1)N1CCCCC1	-17.9%	-4.5%	/	/	-0.8	96.0	96.8	/	/
Cn1nc(C(F)(F)F)c2cc(NC(=O)OCc3ccc(C(C)(C)C)cc3)sc21	-50.4%	-0.8%	-8.3	166	21.8	95.9	74.1	8.3	166
O=C(O)CC12CSc3[nH]c(=O)sc3C1c1ccccc1OC2=O (stereo not given)	-5.9%	10.0%	-4.8	162	8.8	95.7	86.9	4.8	162
Cc1ccc2[nH]c3c(c2c1)CN(C(=O)CN1CCN(c2ccccc2)CC1)CC3	-40.0%	4.9%	-11.4	143	-2.3	70.6	73.0	11.4	143
CCn1c(-c2ccccc2)c[nH]c1=S	-53.6%	11.6%	-3.0	166	16.9	90.3	73.4	3.0	166
COc1cccc(/C=N/n2cnc3ccccc32)c1OC	-1.6%	-0.4%	17.0	125	-48.6	29.7	78.3	-17.0	125
Cc1ccc(NC(=O)C2C3CC4OC(=O)C2C4C3)cc1Cl (stereo not given)	-18.4%	-2.7%	-12.4	100	19.2	95.4	76.2	12.4	100
O=C(O)CCn1c(C(=O)O)cc2sccc21	7.3%	15.3%	-11.3	63	11.2	102.9	91.7	11.3	63
CC(CCc1ccccc1)NC(=O)c1ccc(Cl)nc1 (stereo not given)	6.3%	-16.0%	5.9	162	4.9	91.0	86.1	-5.9	162
O=C(Nc1ccc(F)cc1)c1cc(S(=O)(=O)Nc2ccc(F)cc2)cs1	-6.3%	1.0%	12.5	99	/	/	/	-12.5	99
Cc1ccc(NC(=O)OCC(F)(F)C(F)F)cc1NC(=O)OCC(F)(F)C(F)F	22.4%	-4.8%	1.9	96	4.2	89.3	85.2	-1.9	96
Clc1ccccc1N1CCN(c2ncnc3nc[nH]c23)CC1	-48.6%	2.7%	/	/	15.1	92.9	77.8	/	/
CCCCn1c(SCC(=O)N2CCOCC2)nnc1-c1cccs1	-7.5%	0.4%	5.7	79	/	/	/	-5.7	79
Nc1ccc(C(=O)OCc2nc3c(ccc4ccccc43)[nH]2)cc1	/	/	-3.3	113	8.3	97.8	89.5	3.3	113
CCOc1ccccc1Nc1nc(-c2sc(NC(=O)c3ccco3)nc2C)cs1	3.2%	-32.2%	-1.7	178	/	/	/	1.7	178
CC(C)C(c1nnnn1Cc1ccccc1)N1CCN(Cc2ccco2)CC1 (stereo not given)	-17.2%	1.3%	13.4	209	5.7	96.1	90.4	-13.4	209
O=C(NCC1CCCO1)c1onc(CSc2cccc(Cl)c2)c1C(=O)O (stereo not given)	-3.8%	-6.6%	18.3	175	/	/	/	-18.3	175
O=[N+]([O-])c1cccnc1N1CCC(c2cc(-c3ccc(Cl)cc3Cl)n[nH]2)CC1	-9.4%	-9.7%	-11.1	171	3.1	84.4	81.3	11.1	171
O=C(Nc1cccc(Cl)c1Cl)C1CC(=O)N(c2ccc(Br)cc2)C1 (stereo not given)	/	/	17.5	108	2.5	102.9	100.4	-17.5	108
O=C(/C=C/Sc1ccccc1)c1ccccc1	-0.1%	3.1%	3.2	125	0.6	2.2	1.6	-3.3	125
CCOC(=O)c1nn(-c2cccc(OC)c2)c(-c2ccccc2)c1C(=O)c1ccccc1	-14.7%	-6.7%	1.8	182	/	/	/	-1.8	182
O=C(Nc1ccccn1)c1cccnc1	18.5%	13.1%	13.4	80	5.2	99.7	94.5	-13.4	80
COc1ccc(C2C(C(C)=O)=C(C)N=c3s/c(=C\c4ccc5c(c4)OCO5)c(=O)n32)c(OC)c1 (stereo not given)	/	/	12.6	6	-6.0	89.5	95.5	-12.6	6
CC1=NN(c2nc(-c3ccc(Cl)cc3)cs2)C(=O)C1	-13.2%	9.4%	-2.5	144	/	/	/	2.5	144
O=C(OC(C(=O)NC1CCCC1)c1ccccc1F)c1ccco1 (stereo not given)	-7.8%	15.6%	16.8	172	/	/	/	-16.8	172
Cc1cc(NC(=O)CCCOc2ccc(Cl)cc2Cl)no1	5.9%	2.6%	/	/	/	/	/	/	/
CC(=C/C(=O)O)/C=C/c1cccs1	19.0%	-5.0%	-0.8	123	-5.6	88.0	93.5	0.8	123
Cc1cccc(N(C(=O)Cn2nnc3ccccc32)C(C(=O)NCc2ccco2)c2ccncc2)c1 (stereo not given)	-0.8%	0.5%	8.6	119	-0.9	86.1	87.0	-8.6	119
CCOC(=O)CC1C(=O)NCCN1C(=O)c1cccc(C(F)(F)F)c1 (stereo not given)	4.8%	-1.1%	1.1	174	4.5	103.7	99.2	-1.1	174
COc1cccc2cc(C(=O)NCC3CCCO3)c(=O)oc12 (stereo not given)	24.0%	-6.0%	-3.8	108	-5.9	87.1	93.0	3.8	108
COc1ccc(N(CC(=O)N2CCc3ccccc32)S(=O)(=O)c2c(C)noc2C)cc1	7.3%	-6.0%	-3.2	141	/	/	/	3.2	141
CCN(CC(=O)Nc1c(C(=O)OC)[nH]c2ccc(Cl)cc12)c1ccc2c(c1)OCO2	-28.0%	81.5%	-6.9	115	-3.5	45.0	48.5	6.9	115
NC(=O)CSc1nnc(-c2ccc(S(=O)(=O)N3CCCCC3)cc2)n1-c1ccccc1	-45.7%	6.9%	11.1	169	2.2	92.9	90.7	-11.1	169

Shown with values under each structure: entries from further up.
The line under a structure holds: PLAP inhibitors HTS | Bcl-B displacement | NFkB transloc pot | NFkB transloc pot cell count 2 µM | MRP reversal | MRP reversal cytotoxicity | MRP reversal with doxorubicin | IL1B NFkB inh | IL1B NFkB inh cell count 2 µM
Cc1ccc2[nH]c3c(c2c1)CN(C(=O)CN1CCN(c2ccccc2)CC1)CC3
    -40.0% | 4.9% | -11.4 | 143 | -2.3 | 70.6 | 73.0 | 11.4 | 143
COc1ccc(NC(=O)c2ccc(COc3ccccc3Br)o2)cc1OC
    3.6% | -3.3% | 11.2 | 125 | -23.1 | 66.0 | 89.1 | -11.2 | 125

(listing goes on)
mol	PLAP inhibitors HTS	Bcl-B displacement	NFkB transloc pot	NFkB transloc pot cell count 2 µM	MRP reversal	MRP reversal cytotoxicity	MRP reversal with doxorubicin	IL1B NFkB inh	IL1B NFkB inh cell count 2 µM
CCOC(=O)CCCCC(=O)c1[nH]c(=O)[nH]c1CSc1nc(C)cc(=O)[nH]1	-124.3%	2.1%	/	/	-12.5	90.8	103.3	/	/
Cc1ncsc1C(=O)N1N=C2/C(=C/c3ccccc3)CCCC2C1c1ccccc1 (stereo not given)	-7.7%	-5.5%	-10.6	137	/	/	/	10.6	137
CN(C/C(O)=C(\C#N)c1ccccc1)C1CCCCC1	-5.4%	-7.0%	126.1*	177*	-105.3	99.0	204.2	-126.1	177
CCCCCn1c(SCc2ccncc2)nc2cc(C(=O)NCc3ccco3)ccc2c1=O	-17.3%	-2.2%	-9.4	123	-5.2	56.8	62.0	9.4	123

Single records (already shown):
CCOC(=O)CCCCC(=O)c1[nH]c(=O)[nH]c1CSc1nc(C)cc(=O)[nH]1 as listed: PLAP inhibitors HTS: -124.3%; Bcl-B displacement: 2.1%; NFkB transloc pot: /; NFkB transloc pot cell count 2 µM: /; MRP reversal: -12.5; MRP reversal cytotoxicity: 90.8; MRP reversal with doxorubicin: 103.3; IL1B NFkB inh: /; IL1B NFkB inh cell count 2 µM: /
Cc1ncsc1C(=O)N1N=C2/C(=C/c3ccccc3)CCCC2C1c1ccccc1 (stereo not given) as listed: PLAP inhibitors HTS: -7.7%; Bcl-B displacement: -5.5%; NFkB transloc pot: -10.6; NFkB transloc pot cell count 2 µM: 137; MRP reversal: /; MRP reversal cytotoxicity: /; MRP reversal with doxorubicin: /; IL1B NFkB inh: 10.6; IL1B NFkB inh cell count 2 µM: 137

Screening data from PubChem BioAssay.
